LMPTP inh = LMPTP phosphatase inhibitors, primary screen, biochemical, fluorescence intensity, uHTS; Low molecular weight phosphotyrosine protein phosphatase (Homo sapiens), P24666; recombinant LMPTP-A, OMFP fluorogenic substrate; inhibition, % at 20 µM; 360,000 compounds, 0.22% hits;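 active means compounds that cut the enzyme signal by at least half of the control window in the single-dose screen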;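 further: plate controls were DMSO wells with enzyme plus substrate for no effect and substrate without enzyme for full effect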
Target sequence (P24666 whole entry, looked up): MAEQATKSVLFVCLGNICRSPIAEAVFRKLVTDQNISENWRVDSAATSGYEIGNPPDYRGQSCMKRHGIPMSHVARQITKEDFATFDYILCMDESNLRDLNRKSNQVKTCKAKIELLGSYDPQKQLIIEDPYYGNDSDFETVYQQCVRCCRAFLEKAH
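Material: LMPTP-A; amount: 0.625 nM enzyme; doses: single 20 µM dose; times: reaction 50 min, room temperature, dark; technique: fluorescence intensity of OMFP turnover product; benchmarks: no-enzyme and uninhibited controls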
CSN deneddyl inh = inhibitors of CSN-mediated cullin deneddylation, primary screen, biochemical, fluorescence polarization, uHTS; COP9 signalosome complex subunit 5 (Homo sapiens), Q92905; Purified CSN, SCF-Nedd8-OG deneddylation; inhibition, % at 12.5 µM; 360,000 compounds, 0.38% hits; AID 651999, 2013;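 active means pattern-corrected inhibition above about 35%, with an unprinted fluorescence ratio check between 0.5 and 1.5, limit read from the data, passing the limit was not always enough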;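 further: 0% = enzyme with substrate and 100% = substrate without enzyme; some results filed as inactive read as strong as hits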
Target sequence (Q92905 whole entry, looked up, one chain of several): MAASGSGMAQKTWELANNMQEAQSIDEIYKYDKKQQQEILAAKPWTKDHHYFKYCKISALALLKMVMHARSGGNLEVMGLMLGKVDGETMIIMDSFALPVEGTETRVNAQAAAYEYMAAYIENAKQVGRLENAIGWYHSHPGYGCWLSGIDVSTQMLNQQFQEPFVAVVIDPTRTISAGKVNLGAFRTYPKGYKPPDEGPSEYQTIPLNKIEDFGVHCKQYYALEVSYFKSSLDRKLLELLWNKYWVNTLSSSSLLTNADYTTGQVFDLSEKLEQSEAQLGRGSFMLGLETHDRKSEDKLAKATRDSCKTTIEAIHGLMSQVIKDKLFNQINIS
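Assay system: HEK293T-derived human Csn5 enzyme; quantity: 0.24 nM enzyme; medium: Tris/NaCl/DTT buffer, pH 7.5; also added: substrate SCFSkp2-Nedd8OG, 10 nM; doses: 12.5 µM compound; schedule: 90 min reaction at room temperature; signal: FP; read-out: % inhibition of substrate cleavage by Csn5; benchmarks: substrate-only high control, full reaction low control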
SUMO1-SIM PPI = modulators of SUMO1 protein-protein interactions, primary screen, biochemical, uHTS; SUMO1 binding to a labelled peptide, TR-FRET, 1 h; inhibition, % at 20 µM; 360,000 compounds, 0.33% hits; AID 602429, 2012; in the data active means inhibition above about 37%
Rpn11 inh = Rpn11 (PSMD14) deubiquitinase inhibitors, primary screen, biochemical, fluorescence polarization, uHTS; human 26S proteasome, Ub4-pepOG fluorescence polarization; 20S core pre-blocked with epoxomicin; AID 588493, 2011; 26S proteasome non-ATPase regulatory subunit 14 (Homo sapiens), O00487; 360,000 compounds, 0.59% hits; calls only at 20 µM;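 active means inhibition at 20 µM, scaled to each plate's controls, above about 33%, limit read from the data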
Target sequence (O00487 whole entry, looked up): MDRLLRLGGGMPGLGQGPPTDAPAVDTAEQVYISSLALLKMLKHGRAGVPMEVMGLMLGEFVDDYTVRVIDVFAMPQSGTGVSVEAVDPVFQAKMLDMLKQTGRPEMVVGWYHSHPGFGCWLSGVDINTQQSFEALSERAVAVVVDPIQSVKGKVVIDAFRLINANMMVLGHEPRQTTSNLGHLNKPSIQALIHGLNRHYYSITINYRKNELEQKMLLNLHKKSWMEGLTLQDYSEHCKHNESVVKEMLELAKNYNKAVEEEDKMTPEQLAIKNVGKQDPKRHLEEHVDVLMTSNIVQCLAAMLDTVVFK
Neddylation inh = inhibitors of cullin neddylation, primary screen, biochemical, TR-FRET, uHTS, NAE and Ubc12. AID 651699, 2012. 360,000 compounds, 0.58% hits. calls only at 25 µM; in the data active means inhibition above about 36%
DNMT1 block = human DNMT1 methyltransferase inhibitors, primary screen, biochemical, molecular beacon, fluorescence, HinP1I cleavage, uHTS. 360,000 compounds, 0.83% hits. AID 588458, 2011. inhibition (reported as % activation of signal), % at 10 µM; in the data active means inhibition above about 50%
NadD inh = inhibitors of S. aureus NadD, primary screen, biochemical, colorimetric, uHTS; AID 602399, 2012; Nicotinate-nucleotide adenylyltransferase NadD (Staphylococcus aureus N315); 360,000 compounds, 0.78% hits; inhibition, % at 20 µM; purified NadD enzyme, colorimetric absorbance read-out; in the data active means inhibition above about 26%; further: some compounds past the cut are filed as inactive
Rin1-Abl PPI inh = inhibitors of Rin1-Abl protein binding, primary screen, biochemical, TR-FRET. inhibition, % at 7.35 µM. 360,000 compounds, 0.4% hits; in the data active means inhibition above about 5%, passing the limit was not always enough
STEP inh = STEP phosphatase inhibitors, primary screen, biochemical, fluorescence intensity, uHTS; Tyrosine-protein phosphatase non-receptor type 5 (Homo sapiens), P54829; recombinant STEP, OMFP fluorogenic substrate; inhibition, % at 20 µM; 360,000 compounds, 0.25% hits; AID 588621, 2011;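 active means inhibition at 20 µM, scaled per plate between control wells, above about 37%, limit read from the data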;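 further: 0% = DMSO with enzyme and substrate and 100% = substrate only without enzyme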
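Measure: Control-normalized % inhibition with plate pattern correction | Test system: STEP phosphatase, cell-free reaction | Medium: pH 6.0 Bis-Tris with DTT and Tween 20 | Technique: Fluorescence, 480/540 nm | Times: Reaction 20 min, ambient temperature | Doses: Single compound dose of 20 µM, 1% DMSO final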
Scp-1 inhibitor = Scp-1 phosphatase inhibitors, primary screen, biochemical, colorimetric, uHTS | Recombinant Scp1, phosphopeptide, malachite green phosphate absorbance | inhibition, % at 20 µM | 340,000 compounds, 0.88% hits | AID 493091, 2011;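 active means inhibition above about 50% at 20 µM, limit read from the data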;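 further: plate controls were DMSO wells with enzyme for no effect and wells lacking enzyme for full effect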
Target sequence (Q9GZU7 76-261 limits assumed): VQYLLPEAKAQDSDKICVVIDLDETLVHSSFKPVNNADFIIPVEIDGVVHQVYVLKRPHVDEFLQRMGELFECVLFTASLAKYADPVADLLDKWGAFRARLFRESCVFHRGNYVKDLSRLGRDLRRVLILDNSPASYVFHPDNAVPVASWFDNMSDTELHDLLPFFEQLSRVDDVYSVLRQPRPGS
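Test system: SCP-1 phosphatase catalytic domain, residues 76-261; measured by: colorimetric phosphate reagent with accelerator and stabiliser, absorbance at 630 nm; timing: enzyme reaction 45 min at room temperature, colour 5 min, stabilisation 30 min; also added: Phosphorylated 17-residue peptide substrate; compound dosing: one concentration, 20 µM, with 1.0% DMSO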
Starred values were filed as active, the others as inactive; i = inactive; . = not tested or not shown.

SMILES	LMPTP inh	CSN deneddyl inh	SUMO1-SIM PPI	Rpn11 inh	Neddylation inh	DNMT1 block	NadD inh	Rin1-Abl PPI inh	STEP inh	Scp-1 inhibitor
N#CC1=C(N)N(c2ncn[nH]2)C2=C(C(=O)CCC2)C1c1ccccc1 (configuration not stated)	-0.7	-13	1	i	i	0	-3	0	0	3
Cc1cccc(C)c1NC(=O)CN(C)CCc1ccccc1	-0.7	-1	0	i	i	2	-1	2	-3	.
Cc1ccc(C)c(OCCN2C(=O)NC3(CCc4ccccc4C3)C2=O)c1 (configuration not stated)	0.2	1	-1	i	i	6	-1	-4	0	-5
CC(=NNC(=O)c1ccncc1)c1ccccc1Cl	-1.0	-4	2	i	i	2	-2	1	4	-10
N#Cc1c(-c2ccccc2)cc2nc3ccccc3n2c1N	2.6	5	-13	i	.	-13	-1	-2	0	2
COc1ccc(-c2[nH]nc(-c3ccccc3)c2-c2nc3ccccc3[nH]2)cc1	1.6	-4	0	i	i	-5	8	5	3	3
Cc1ccc(NC(=O)COC(=O)Cc2c[nH]c3ccccc23)cc1	1.6	0	-1	i	i	2	-5	-5	0	.
Cc1oc(-c2ccccc2Cl)nc1CS(=O)CC(=O)NCc1ccc(Cl)cc1 (configuration not stated)	-0.1	5	5	i	i	-3	6	7	2	-8
CCc1nnc(NC(=O)Cc2ccc(Br)cc2)s1	-0.6	-2	1	i	i	-7	2	0	-1	3
COc1ccc(NC(=O)N(C)C[C@H]2Oc3ccc(NS(=O)(=O)c4cccs4)cc3C(=O)N([C@H](C)CO)C[C@@H]2C)cc1	-0.7	-3	7	i	i	3	2	4	1	8
CCOC(=O)C(NC(=O)c1cccc(Cl)c1)(Nc1sc2c(c1C(N)=O)CCC2)C(F)(F)F (configuration not stated)	-0.3	16	6	i	i	-1	2	-1	-1	-3
Cc1ccc(C(=O)NCC(=O)NCC(=O)OCC(=O)c2ccc(F)cc2)cc1	-1.3	-3	2	i	i	0	-2	-1	-6	-8
COc1ccccc1NC(=O)Nc1ccc2c(c1)nc(C)n2C	1.1	7	3	i	i	1	-1	3	3	1
COCCNC(=O)C1CCCN(C(=O)c2cc(-c3cccs3)oc2C)CC1 (configuration not stated)	-1.3	0	-6	i	i	3	-1	2	-1	.
O=C(Cn1cncn1)NCc1ccc(Cl)cc1	-1.7	-2	-4	i	i	1	-5	1	-2	3
CCS(=O)(=O)c1c([N+](=O)[O-])ncn1C	-0.3	-10	-8	i	i	1	-1	-1	3	-3
O=C(O)c1cc(-c2ccccc2Cl)n(-c2ccc(F)cc2)n1	-1.4	-2	4	i	i	2	0	1	-2	-10
CCOC(=O)C(NC(=O)c1ccccc1Cl)(Nc1ccc(C)c(C)c1)C(F)(F)F (configuration not stated)	-1.7	4	2	i	i	-3	-4	-2	2	-9
C=CCNc1ncnc2c1cnn2-c1cccc(C)c1	0.3	6	3	i	.	-4	10	-2	-1	-5
Cc1ccc(C)c(N(CC(=O)NC2CCCC2)C(=O)CNC(=O)c2cccs2)c1	-0.9	0	3	i	i	-1	3	0	-1	-1
CCOC(=O)C1CCCN(Cc2cc(Br)c(OC)cc2OC)C1 (configuration not stated)	0.0	4	2	i	i	-1	7	-1	0	-5
Cc1ccc(C(=O)N2CCN(c3ncccn3)CC2)cc1NC1=NC2CS(=O)(=O)CC2S1 (configuration not stated)	-2.9	-4	-4	i	i	7	-5	0	2	-5
COCCCNC(=O)c1cc2c(-c3ccc(Cl)cc3)nn(C)c2s1	2.3	-10	-4	i	i	3	-3	0	1	-15
Cc1cc(S(=O)(=O)N2CCN(C(=O)CCC(=O)N3CCOCC3)CC2)ccc1Br	-1.1	-2	-2	i	i	2	-1	16*	2	-4
Cc1ccc(NC(=O)C2CCN(S(=O)(=O)c3ccc4c(c3)CC(C)N4C(=O)C3CCC3)CC2)nc1 (configuration not stated)	-0.8	-5	-1	i	i	-3	4	-6	2	7
COc1cc(/C=N/NC(=O)C(=O)NCc2ccco2)cc(Br)c1O	-3.0	2	-8	i	i	1	-7	-3	-1	32
CC1(c2ccccc2)O[C@@H]2C[C@H]3[C@@H]4CCC5=CC(=O)C=C[C@]5(C)[C@@]4(F)[C@@H](O)C[C@]3(C)[C@]2(C(=O)CO)O1 (some centres not stated)	0.0	-3	4	i	i	-1	-8	2	-5	12
CCOC(=O)CNC(=O)CSc1nnc(SCC(=O)NCC(=O)OCC)s1	-2.2	1	-1	i	i	0	3	2	0	-2
COc1ccccc1NC(=O)NC1(C(=O)N2CCC(C)CC2)CCCCC1	-0.7	-2	8	i	i	0	-5	-3	-2	-2
O=C(O)CCc1nn2c3ccccc3n(CC(=O)c3cccs3)c2nc1=O	0.4	-7	6	i	.	-4	-1	-1	-1	-6
O=S(=O)(/C=C/c1ccccc1)N1CCOCC1	-0.1	0	1	i	i	-4	-5	-2	0	-15
Cc1cccc(OCC(=O)Nc2ccccc2N2CCN(C)CC2)c1	-1.0	-5	-3	i	i	-1	-18	-1	-2	-4
COc1cccc(S(=O)(=O)Nc2ccc3sc(C)nc3c2)c1	0.2	1	0	i	i	7	-2	1	-1	7
Cc1ccc2nc(-c3ccc(S(=O)(=O)N4CCCCC4)cc3)cn2c1	0.1	-1	2	i	.	11	2	2	0	-1
Cc1cc(C)n(-c2cc(N3CCOCC3)nc(-c3ccccc3)n2)n1	1.3	2	-7	i	i	6	-4	0	0	-3
CCNC(=O)c1c(O)c2cccc3c2n(c1=O)CC3	0.0	-2	-2	i	i	3	5	2	-1	-11
COc1ccccc1CNC(=O)c1ccc2nc3[nH]c4ccccc4c3nc2c1	3.4	2	-6	i	i	22	9	-6	-1	-11
Cn1nnc(NC(=S)NC(=O)c2cccc3c(Cl)cccc23)n1	0.1	3	-15	i	i	1	0	6	8	-8
CC(/C=N\NC(=O)CN1CCN(S(=O)(=O)c2ccc(C)cc2)CC1)=C\c1ccccc1	-0.1	-10	-16	i	i	-1	3	-2	4	-1
Cc1cccc(N2CC(O)=C(c3nc4ccccc4n3C)C2=N)c1	-0.3	0	1	i	i	1	-2	-4	-2	-13
Cc1ccc2oc(=O)c(/C=C(\O)c3ccccc3)nc2c1	-0.1	-4	-14	i	i	-1	-7	-1	-6	-18
O=C1c2ccccc2C(=O)N1CC1=CCS(=O)(=O)C1	-0.6	0	-4	i	i	3	-1	-2	-1	0
COCC(=O)N(C)CC1CCCN(CCc2ccccc2OC)C1 (configuration not stated)	-1.8	-2	6	i	i	2	-7	1	-1	4
O=C(c1cccs1)N1C[C@H](O)[C@@H](n2cc(-c3ccc(F)cc3)nn2)C[C@@H]1c1ccccc1	-0.5	-2	0	i	i	1	4	0	2	.
CCOC(=O)C(NC(=O)c1ccc(F)cc1)(Nc1sc2c(c1C(N)=O)CCC2)C(F)(F)F (configuration not stated)	-1.1	8	-2	i	i	-3	4	1	0	-2
O=C(CN1C(=O)C2C3C=CC(C3)C2C1=O)OCC(=O)c1ccc(Cl)c([N+](=O)[O-])c1 (configuration not stated)	-0.4	-4	-9	i	i	2	2	-1	4	-5
Cc1cccc(NC(=O)COC(=O)c2ccc3nc(C)c(C)nc3c2)c1	0.3	-6	-23	i	i	0	-1	-1	-1	2
CC(C)NC(=O)CCCc1ccccc1	-2.2	1	0	i	i	5	-2	-1	0	-6
O=C(Nc1ncccc1O)c1cccc(S(=O)(=O)N2CCCC2)c1	-0.4	3	0	i	i	5	-5	-1	-1	-2
CCN(CC)CCCNC(=O)c1cc(-c2ccc(O)cc2)on1	-3.0	2	-7	i	i	0	2	-4	2	-5

A section taken from the entries so far, for reference:
SMILES	LMPTP inh	CSN deneddyl inh	SUMO1-SIM PPI	Rpn11 inh	Neddylation inh	DNMT1 block	NadD inh	Rin1-Abl PPI inh	STEP inh	Scp-1 inhibitor
COCC(=O)N(C)CC1CCCN(CCc2ccccc2OC)C1 (configuration not stated)	-1.8	-2	6	i	i	2	-7	1	-1	4
O=C(c1cccs1)N1C[C@H](O)[C@@H](n2cc(-c3ccc(F)cc3)nn2)C[C@@H]1c1ccccc1	-0.5	-2	0	i	i	1	4	0	2	.
CCOC(=O)C(NC(=O)c1ccc(F)cc1)(Nc1sc2c(c1C(N)=O)CCC2)C(F)(F)F (configuration not stated)	-1.1	8	-2	i	i	-3	4	1	0	-2
O=C(CN1C(=O)C2C3C=CC(C3)C2C1=O)OCC(=O)c1ccc(Cl)c([N+](=O)[O-])c1 (configuration not stated)	-0.4	-4	-9	i	i	2	2	-1	4	-5
Cc1cccc(NC(=O)COC(=O)c2ccc3nc(C)c(C)nc3c2)c1	0.3	-6	-23	i	i	0	-1	-1	-1	2
CC(C)NC(=O)CCCc1ccccc1	-2.2	1	0	i	i	5	-2	-1	0	-6

Going on with the list.
SMILES	LMPTP inh	CSN deneddyl inh	SUMO1-SIM PPI	Rpn11 inh	Neddylation inh	DNMT1 block	NadD inh	Rin1-Abl PPI inh	STEP inh	Scp-1 inhibitor
COc1ccc([C@H]2[C@H](C(=O)C(C)(C)C)N3N=Cc4ccccc4C3[C@]23N=C(c2ccccc2)OC3=O)cc1 (some centres not stated)	1.0	2	3	i	i	-3	11	1	0	-10
CC(=O)NCCNc1nc2cc(-c3ccccc3CO)sc2c(=O)n1C	-1.2	-1	-9	i	i	5	1	-4	-1	.
COc1cc(NC(=O)COC(=O)Cn2cnc3c2c(=O)n(C)c(=O)n3C)cc(OC)c1	-2.8	-3	0	i	i	7	-2	7	-1	-5
Cc1ccc(/C=C(\C#N)C(=O)Nc2cccc(C)n2)cc1	1.3	8	-19	i	i	0	-3	2	-1	-7
Nc1cc(Cl)ccc1C(=O)OCC(=O)NCC1CCCO1 (configuration not stated)	-0.2	5	0	i	.	1	2	-1	-1	-2
Cc1cc(Br)ccc1NC(=O)CNC(=O)CNc1cccc([N+](=O)[O-])c1	0.6	2	-20	i	i	-7	-1	0	-4	-3
COc1ccc([N+](=O)[O-])cc1NC1C2CC3CC(C2)CC1C3 (configuration not stated)	0.5	2	-5	i	i	-4	6	-1	1	-1
